ABHD5 PLIN5 PPI – ABHD5-PLIN5 protein interaction inhibition; Q00G26+Q8WTS1; Split G. princeps luciferase complementation, luminescence, 4 h; inhibition, % at 4 µM; actives 0.78% (n = 360,000);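 active = inhibition above the mean inhibition across every tested compound plus 3 SD, cut at about 22% in these data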;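 note: 0% = DMSO only wells and the 100% control is not disclosed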
SRC2 inh – human SRC2 (NCOA2) inhibition; HEK293 GAL4-SRC2 luciferase reporter, luminescence; AID 651957; inhibition, % at 9 µM; actives 0.17% (n = 370,000); Q15596;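 active = inhibition above the mean inhibition of all tested compounds plus 3 SD, set per campaign, cut at about 52% in these data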;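 note: 0% = DMSO treated cells and 100% = cells given Gossypol at 36 µM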
HTR2A ag – mouse HTR2A agonism via beta-arrestin recruitment; CHO-K1 mHTR2A beta-arrestin complementation, luminescence; percent of 30 µM serotonin response; activation, % at 7.6 µM; actives 0.66% (n = 360,000); AID 624169;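 active = activation above a run cutoff, the mean activation of all tested compounds plus 3 SD, cut at about 14% in these data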;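 note: 0% = plate median of compound wells and 100% = 30 µM serotonin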
Target sequence (P35363 whole entry, looked up): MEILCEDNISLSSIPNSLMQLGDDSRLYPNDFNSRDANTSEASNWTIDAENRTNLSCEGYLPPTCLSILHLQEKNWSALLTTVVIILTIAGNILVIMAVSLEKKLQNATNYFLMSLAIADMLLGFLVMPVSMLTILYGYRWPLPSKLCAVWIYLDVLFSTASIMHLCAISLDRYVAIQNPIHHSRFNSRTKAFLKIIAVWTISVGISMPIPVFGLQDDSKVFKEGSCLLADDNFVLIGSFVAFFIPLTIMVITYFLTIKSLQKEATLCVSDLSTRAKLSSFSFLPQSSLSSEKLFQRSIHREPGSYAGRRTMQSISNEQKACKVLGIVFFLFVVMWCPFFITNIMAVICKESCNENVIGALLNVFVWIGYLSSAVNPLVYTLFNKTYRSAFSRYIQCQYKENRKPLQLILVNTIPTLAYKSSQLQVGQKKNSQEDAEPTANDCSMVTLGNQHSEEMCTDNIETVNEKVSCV
Glyco luc inh – N-linked glycosylation inhibition; D54 ERlucT glycosylation luciferase reporter, 24 h; percent of 100 nM tunicamycin response; reporter increase, % at 12.5 µM; actives 0.23% (n = 360,000); AID 588692;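 active = mean luciferase reporter signal, scaled so untreated is 0 and the glycosylation-blocking control 100, at or above a set limit in every replicate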;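 note: luciferase carries N-glycosylation sites so blocking glycosylation raises the light; 0% = median of neutral control wells and 100% = median of 100 nM tunicamycin wells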
MC4R ag barr – activates human MC4R beta-arrestin recruitment; U2OS MC4R beta-arrestin complementation, luminescence; percent of melanotan II response, DMSO zero; activation, % at 8.9 µM; actives 0.98% (n = 360,000);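 active = activation above a per-plate cutoff, the mean activation of sample wells on that plate plus 3 SD, cut at about 8% in these data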
Target sequence (P32245 whole entry, looked up): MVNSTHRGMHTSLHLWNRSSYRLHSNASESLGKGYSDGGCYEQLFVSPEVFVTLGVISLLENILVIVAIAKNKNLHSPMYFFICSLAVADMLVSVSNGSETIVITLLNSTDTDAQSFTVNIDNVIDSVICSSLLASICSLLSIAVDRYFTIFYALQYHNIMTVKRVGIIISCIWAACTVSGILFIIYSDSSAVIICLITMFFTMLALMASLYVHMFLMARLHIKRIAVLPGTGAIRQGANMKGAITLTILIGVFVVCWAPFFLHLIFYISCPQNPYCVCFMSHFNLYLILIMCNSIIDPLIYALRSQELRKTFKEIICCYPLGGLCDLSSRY
H9c2 protect – modulators protecting cardiomyocytes from myocardial damage; protection from H2O2 cell death, % at 20 µM; H9c2 cardiomyocytes, H2O2 injury protection, ATPLite, 2 h; AID 588492; actives 0.63% (n = 360,000);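 active = compounds giving at least 50% protection of heart cells from peroxide-induced death in the single-dose screen, raw or plate-pattern-corrected value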;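 note: 0% = DMSO wells with peroxide and 100% = DMSO wells without peroxide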
TLR9-MyD88 inh – blocks human TLR9 binding to MyD88. CHO BLA complementation TLR9-MyD88, CCF4 FRET ratio. inhibition, % at 4.98 µM. AID 504734. actives 0.21% (n = 340,000). Q9NR96+Q99836;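 active = inhibition above the mean over all tested compounds plus 3 SD, cut at about 21% in these data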;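 note: 0% = DMSO only wells and 100% = clavulanate BLA inhibitor control wells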
ABCB6 inh 2 – inhibitors of human ABC transporter ABCB6 | Q9NP58 | actives 0.19% (n = 360,000) | K562-ABCB6 porphyrin accumulation, flow cytometry, 1 h; hits give low values | fluorescence ratio to DMSO, % at 10 µM;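 active = fluorescence ratio to DMSO below 75%, the collection mean minus 3 SD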;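 note: signal is porphyrin accumulated inside mitochondria; 100% equals median channel fluorescence of DMSO control wells; lower ratio means ABCB6 inhibition with less porphyrin fluorescence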
MC4R antagonist – human MC4R antagonism in cAMP assay | P32245 | MC4R-expressing cells, MTII-stimulated cAMP, LANCE TR-FRET | inhibition, % at 6.5 µM | actives 0.48% (n = 360,000) | AID 540295;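 active = inhibition above its plate's cutoff, the mean of tested wells on that plate plus 3 SD, cut at about 29% in these data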;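 note: 0% = Melanotan II alone and 100% = Melanotan II plus saturating MCL0020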
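Assay system: U2OS cells stably expressing human melanocortin 4 receptor (MC4R) / Dosing: 6.5 µM / Timing: compound 30 min, challenge 1 h, detection 1 h / Measured by: Eu-cAMP/anti-cAMP TR-FRET, emission 671 nm / Replicates: singlicate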
NOD2 RIPK2 PPI – inhibitors of human NOD2-RIPK2 interaction. O43353. CHO BLA complementation NOD2-RIPK2, CCF4 ratio. inhibition, % at 4.98 µM. actives 0.38% (n = 360,000). AID 624267; in the data active = inhibition above about 21%;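 note: 0% = vehicle only and 100% = reference blocker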
Starred values were filed as active, the others as inactive; nt = no result given.

The line under a structure holds: ABHD5 PLIN5 PPI, SRC2 inh, HTR2A ag, Glyco luc inh, MC4R ag barr, H9c2 protect, TLR9-MyD88 inh, ABCB6 inh 2, MC4R antagonist, NOD2 RIPK2 PPI
Cc1cc2oc(=O)cc(C)c2c(=O)o1
    -6, 2, -3, 2, 2.8, 14, -1, 101, 6, 0
CCOc1ccc(C(=O)Nc2ccc(N3CCN(C)CC3)cc2)cc1
    -1, -83, -5, 0, -0.4, 1, 10, 100, -3, 15
N#CC(Cc1cccc(CC(C#N)(c2ccccc2)c2ccccc2)c1)(c1ccccc1)c1ccccc1
    -9, 7, -2, -1, -0.9, -4, 0, 97, 2, 2
Cc1cccc(N(C)S(=O)(=O)c2ccc3[nH]cc(C(=O)N4CCOCC4)c(=O)c3c2)c1
    4, 6, -4, 1, 0.1, 4, -15, 98, 3, -10
Cc1ccc(C2=NOC(=O)/C2=C\c2ccc(C)o2)cc1
    7, -41, 1, 5, -2.5, -3, -12, 111, 12, -4
O=S(=O)(c1ccc(Cl)c(NC(=S)N/N=C/c2ccc(O)cc2)c1)N1CCOCC1
    1, 3, -7, -2, -3.0, -9, 3, 98, -4, 8
CC(C)CNC(=O)c1ccccc1SCC(=O)NC12CC3CC(CC(C3)C1)C2
    1, -19, 11, -3, -0.5, -1, -2, 98, -5, -8
CN(c1ccccc1)S(=O)(=O)c1cccc(NC(=O)c2cc(=O)c3ccccc3o2)c1
    2, -30, 2, -7, -1.6, 42, -8, 89, 12, 3
COC(=O)c1ccccc1NC(=O)CS(=O)(=O)Cc1nc(-c2ccc(C)cc2)oc1C
    -1, -6, 1, 5, 0.7, -5, -3, 91, 6, 3
CCCn1nnc(NC(=O)c2ccc([N+](=O)[O-])cc2Cl)n1
    0, -24, -5, 0, -1.6, -2, 4, 100, 5, -14
CC(Sc1nc(-c2ccccc2)cc(C(F)(F)F)n1)C(=O)NCCN1CCOCC1 (stereo not given)
    -1, 2, -3, 2, -0.4, -2, -5, 98, 9, 4
COc1cccc(NC(=O)C2CCN(S(=O)(=O)c3ccc4c(c3)C(C)(C)C(=O)N4C)CC2)c1
    1, -15, 8, 0, -0.2, 4, -8, 101, 6, -4
COc1cccc(SCc2noc(C(=O)NCCN(C)C)c2C(=O)NCCN(C)C)c1
    -3, -9, 7, 1, 0.8, 6, 2, 96, 2, 0
CCOC(=O)c1nn(-c2ccccc2)c2nnc(Cc3ccccc3)c(=O)n12
    -2, 6, 2, 7, 1.5, -3, 7, 89, -1, 3
NC(=O)c1ccc(NC(=O)CCCNC(=O)c2ccc(Cl)cc2)cc1
    8, 7, 10, -1, 0.3, 2, -6, 97, 10, 3
CN1CCN(C2=Nc3c(Cl)cc(Cl)c4cccc2c34)CC1
    11, -18, -9, 2, -3.7, -2, 6, 156, 5, -4
CO[C@@H]1CN(C)C(=O)c2cc(NC(=O)Nc3cc(F)ccc3F)ccc2OC[C@H](C)N(C(=O)c2cnccn2)C[C@@H]1C
    -16, -12, 0, nt, nt, nt, nt, nt, nt, -7
COc1cc(/C=N/NC(=O)NC23CC4CC(CC(C4)C2)C3)ccc1O
    1, -9, -4, 1, 0.8, 2, 3, 98, 6, -4
Nc1cc(=O)[nH]c(SCC(=O)Nc2ccc3c(c2)CCC3)n1
    8, -13, -5, -1, 0.2, -4, 1, 105, 6, -12
C=CCc1cc(OC)ccc1OCCN1CC(C)OC(C)C1 (stereo not given)
    2, 28, -8, 0, -2.1, 5, -8, 99, 3, -4
CCOC(=O)C1=C(C)NC(SC)=C(C#N)C1CC(C)C (stereo not given)
    -8, -5, -6, 15, 4.9, -6, -20, 105, -15, 11
O=C(COC(=O)c1c2ccccc2cc2ccccc12)Nc1ncc(C(F)(F)F)cc1Cl
    1, -22, 4, 2, 1.2, -1, -1, 95, 11, -4
COc1ccc(/C=N/OC(=O)Nc2ccccc2)cc1[N+](=O)[O-]
    -2, -38, -3, 0, -0.7, -3, -3, 101, -3, -3
CN(C)S(=O)(=O)c1ccc(C(=O)NCc2nnc(SCC(=O)Nc3ccc(F)cc3)n2-c2ccc(F)cc2)cc1
    9, -8, 2, -1, -2.8, 4, 0, 95, 5, -4
COc1ccc(Nc2nc(Cl)nc(NCc3ccco3)n2)cc1
    -2, 20, -4, 3, 3.5, 2, -1, 97, -6, 3
CCC(C)c1ccccc1NC(=O)COC(=O)c1ccc2[nH]c3c(c2c1)CCCC3 (stereo not given)
    -5, -28, 1, 14, -0.3, -21, 5, 83, 12, 0
O=C(CNCc1ccccc1)Nc1ccc(Oc2ccccc2)cc1
    3, 7, 0, 2, 2.1, 8, nt, 97, -4, -1
O=C(N/N=C/c1ccc([N+](=O)[O-])cc1)c1cccnc1
    5, -7, 1, 2, 0.2, 2, 2, 97, 6, -13
O=C(CCCSc1nc2ccccc2[nH]1)NC1CCCCC1
    -6, -41, 2, 0, 1.1, 4, 4, 100, -5, -2
CCNC(=S)NCc1ccc2c(c1)OCO2
    -8, -13, 0, 2, -3.3, 2, -10, 96, 6, -6
Fc1cccc(Cc2c(-c3cccc(Cl)c3)nc3c(Cl)cc(C(F)(F)F)cn23)c1
    4, 6, -3, 4, nt, 8, nt, 98, nt, -2
CN1C(=O)c2ccccc2C(C(=O)NCc2ccco2)C1c1c[nH]c2ccccc12 (stereo not given)
    -3, -8, 4, -1, -0.3, 6, -3, 99, 13, -3
CCC(CC)CN1CCC(CN2C(=O)C(=O)NC[C@@H]2CC(C)C)CC1
    -5, 2, 5, 1, nt, -2, nt, 102, nt, 1
CC(=O)Nc1ccc(S(=O)(=O)NC2CCSc3ccccc32)cc1 (stereo not given)
    4, 3, -4, -2, 0.6, -9, -3, 94, 11, -10
c1coc(-c2ccnc(-c3ccncc3)n2)c1
    1, -35, 4, 2, -2.0, 1, -2, 101, 2, -1
CNC(=O)NC(=O)C(C)Oc1ccccc1F (stereo not given)
    3, -12, 1, 1, 0.2, 1, 12, 96, -2, 3
Cc1cccc(CS(=O)(=O)Cc2ccc(C(=O)NCc3cccs3)o2)c1
    -4, 14, 2, 0, -0.8, 4, 0, 93, 5, 4
Cc1ccc(C)c2nc(SCC(=O)NCc3cccs3)c(C#N)cc12
    -2, 7, -2, 2, -1.7, 4, -2, 90, 18, 1
O=C(Nc1ccc(O)cc1)c1ccc(NC(=O)c2ccco2)cc1
    -4, -73, 5, -4, 0.4, 2, -4, 101, 18, -17
CCCCOc1ccc(C(=O)NCC(=O)OCCCOC(=O)CNC(=O)c2ccc(OCCCC)cc2)cc1
    0, 22, 2, 0, 5.8, -3, 5, 98, 7, 3
Cc1ccc(NC(=O)COc2ccccc2[N+](=O)[O-])nc1
    -2, -57, -1, -16, -1.9, -16, -2, 95, -2, 2
O=C(NC(=S)NCc1ccc(Cl)cc1)c1ccco1
    6, -2, 7, -2, 1.1, -3, -1, 94, -4, 14
Cc1ccc(-n2c(=O)c3ccccc3n(CC(=O)NCc3ccco3)c2=O)cc1
    -9, 2, -5, 0, -2.1, 7, -2, 96, 1, -10
O=C(CCCC(=O)N1CCN(c2ccc([N+](=O)[O-])cc2)CC1)c1ccccc1
    1, -2, 6, 5, -2.0, -8, -5, 95, -6, -2
COc1ccc(NC(=O)CSc2nnc(CCC(=O)O)c(=O)n2N)cc1
    -19, -26, -6, 3, -1.7, 1, -2, 92, 0, 2
CCOC(=O)C1(C)CCCN(C(=O)c2ccc(C#N)cc2)C1 (stereo not given)
    -10, 4, -1, 1, -2.2, -2, nt, 101, 4, -1
CCN(CC)c1ccc(/C=N/NC(=O)OC)c(O)c1
    -5, -82, 2, 0, 3.7, -7, -13, 100, 6, 4
Cc1c(C(=O)N(C)C)sc(NC(=O)c2cc([N+](=O)[O-])cc([N+](=O)[O-])c2)c1C#N
    -10, 3, -3, 1, -1.7, -6, 1, 86, -2, 1
CCCCn1c(N)c(N(Cc2ccccc2OC)C(=O)c2ccc([N+](=O)[O-])s2)c(=O)[nH]c1=O
    9, -23, 4, 0, -1.9, 2, 8, 104, 4, -5
COc1ccc(Cn2c(N)c(C#N)c3nc4ccccc4nc32)cc1
    -12, 3, -4, 10, -0.7, -4, -11, 103, -25, -1
COc1nc(C)nc2c1sc1nc3c(cc12)COC(C)(C)C3
    6, -70, -5, -3, -1.4, 0, -2, 97, 3, 0
CC(Oc1ccccc1)C(=O)N=Nc1c(O)[nH]c2ccc([N+](=O)[O-])cc12 (stereo not given)
    -11, -10, -1, 2, -2.0, 4, 3, 94, 14, 1
CCOc1ccc(-n2c(=S)sc3c(=O)n(-c4ccccc4)c(SCC(=O)O)nc32)cc1
    0, -23, 0, 0, 2.0, 2, 14, 95, 2, 3
CC1CCCCC1NC(=S)NC(=O)c1cccs1 (stereo not given)
    -10, 15, 2, -1, -0.3, -9, 3, 103, 3, -16
O=c1c(Cc2c(F)cccc2Cl)c(O)ccn1CCCN1CCOCC1
    3, -5, -1, 1, 0.9, 5, -1, 97, 30*, 4
C=C(C)COc1ccc(-c2[nH]ncc2Oc2ccc(OC)cc2)c(O)c1
    -13, -58, 3, -2, 0.8, -10, 4, 91, 1, 2
Cc1ccc(/C(O)=C2/C(=O)C(=O)N(c3ccccn3)C2c2ccc([N+](=O)[O-])cc2)cc1 (stereo not given)
    -3, 2, 3, 6, -3.0, 7, -5, 93, 0, 1
N#C/C(=C/c1ccc(N2CCCCC2)o1)C(=O)Nc1ccc(Cl)cc1
    9, -18, 3, -2, 10*, -16, 5, 340, -4, -8

High-throughput results: PubChem BioAssay, several laboratories

Some of the compounds tested, so the mix of outcomes need not match the whole.
